Bioassay records (PubChem BioAssay)
EBI2 block = antagonists of human EBI2 receptor; EBI2 beta-arrestin recruitment, luminescence, 7a,25-OHC stimulated; inhibition, % at 5 µM; 0.81% of 360,000 active; AID 651636; in the data active means inhibition above about 38%;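 further: enzyme fragment complementation signal reports receptor beta-arrestin coupling in cells; 0% = agonist plus DMSO wells and 100% = wells without agonist; some results beyond the cut were filed as inactive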
Target sequence (P32249 whole entry, looked up, the tested form may be a part): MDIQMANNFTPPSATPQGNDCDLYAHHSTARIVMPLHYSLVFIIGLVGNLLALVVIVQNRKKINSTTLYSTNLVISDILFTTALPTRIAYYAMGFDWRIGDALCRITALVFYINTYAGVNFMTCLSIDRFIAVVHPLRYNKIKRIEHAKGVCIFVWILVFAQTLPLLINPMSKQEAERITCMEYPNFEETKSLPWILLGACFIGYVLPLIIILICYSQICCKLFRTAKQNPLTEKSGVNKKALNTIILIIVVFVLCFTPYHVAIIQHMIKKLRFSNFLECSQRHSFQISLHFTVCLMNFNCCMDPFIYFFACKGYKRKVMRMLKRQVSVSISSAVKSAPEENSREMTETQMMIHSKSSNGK
CCR6 antag = blocks CCL20-driven beta-arrestin recruitment at human CCR6; CHO-K1 CCR6 PathHunter beta-arrestin, luminescence, CCL20-stimulated; inhibition, % at 20 µM; 0.49% of 340,000 active; AID 493098;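 active means compounds whose inhibition of the agonist-driven luminescence signal at 20 µM reaches about 50%, limit read from the data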;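 further: cells stimulated with CCL20 at 14 nM final; plate controls were DMSO with CCL20 for no effect and DMSO without agonist for full effect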
Target sequence (P51684 whole entry, looked up): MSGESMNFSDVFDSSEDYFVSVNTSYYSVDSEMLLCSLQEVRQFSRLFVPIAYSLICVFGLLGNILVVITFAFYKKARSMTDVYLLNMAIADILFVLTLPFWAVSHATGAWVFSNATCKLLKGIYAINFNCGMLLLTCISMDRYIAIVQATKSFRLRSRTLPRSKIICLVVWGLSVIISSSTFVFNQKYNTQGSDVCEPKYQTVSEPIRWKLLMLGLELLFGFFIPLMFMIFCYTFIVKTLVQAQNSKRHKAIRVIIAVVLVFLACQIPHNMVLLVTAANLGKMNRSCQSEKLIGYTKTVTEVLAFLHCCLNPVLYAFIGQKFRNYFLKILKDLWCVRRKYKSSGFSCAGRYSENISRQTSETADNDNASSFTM
697 NFkB inh = inhibitors of the PMA/ionomycin-induced NF-kB reporter in 697 B cells | 0.33% of 330,000 active | 697 B-cell NF-kB luciferase reporter, 16 h | inhibition, % at 4 µM; in the data active means inhibition above about 35%
SENP8 block = inhibitors of human SENP8 protease; 1.2% of 330,000 active; purified SENP8, Z-RLRGG-aminoluciferin cleavage, luminescence; inhibition, % at 10 µM; Q96LD8
Gli-Sufu antag = blocks Gli-Sufu signaling in a luciferase reporter | AID 588413 | inhibition, % at 5 µM | 0.74% of 340,000 active | Sufu-KO-LIGHT fibroblasts, Gli luciferase reporter luminescence;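 active means inhibition above about 55%, limit read from the data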;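 further: 0% = DMSO-treated cells and 100% = wells with medium but no cells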
Apaf1 inhib = blocks human Apaf-1 apoptosome activity; reconstituted apoptosome caspase-3 activity, DEVD-Rh110 fluorescence; inhibition, % at 20 µM; 0.71% of 330,000 active; AID 489030; O14727; active means inhibition of at least 40% at 20 µM;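 further: plate controls were DMSO wells for no effect and DEVD-CHO caspase inhibitor wells for full effect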
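Material: reconstituted apoptosome with Apaf-1, cytochrome c, caspase-9, procaspase-3, dATP / Buffer or medium: pH 7.5 Hepes buffer with CHAPS, BSA, DTT / Also added: cytochrome c with DEVD-Rh110 / Schedule: compound with Apaf-1, dATP, procaspase-3 30 min, then 50 min reaction, room temperature / Technique: rhodamine 110 fluorescence at Ex 480/Em 540 nm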
UBC13 inh = inhibitors of human UBC13 polyubiquitin chain formation; AID 485273; P61088; 0.47% of 330,000 active; inhibition, % at 20 µM; TR-FRET; in the data active means inhibition above about 45%, passing the limit was not always enough
Target sequence (P61088 whole entry, looked up): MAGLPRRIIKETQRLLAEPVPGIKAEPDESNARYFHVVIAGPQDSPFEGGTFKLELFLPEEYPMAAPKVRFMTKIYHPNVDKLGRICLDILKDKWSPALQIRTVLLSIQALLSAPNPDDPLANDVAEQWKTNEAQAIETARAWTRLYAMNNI
Jurkat NFkB inh = lowers PMA/ionomycin-induced NF-kB signal in Jurkat cells; PMA/ionomycin-induced NF-kB luciferase reporter, luminescence; inhibition, % at 4 µM; 0.53% of 330,000 active; AID 435003
An asterisk follows results filed as active; · = not tested or not shown; & = joins results of further samples. Unless noted, no stated cut-off is given here; in the data, active means inhibition above about 50%; inactive means the rest.

entry	mol	EBI2 block	CCR6 antag	697 NFkB inh	SENP8 block	Gli-Sufu antag	Apaf1 inhib	UBC13 inh	Jurkat NFkB inh
1	COc1ccc(OC)c(-n2c(O)c(C=Nc3c(C)n(C)n(-c4ccccc4)c3=O)c(=O)[nH]c2=S)c1	3	2	-12	-9	-10	-16	-12	5
2	COc1ccccc1OP(=O)(Nc1ccc(Br)cc1)Oc1ccccc1OC	3	7	-3	16	0	25	3	1
3	C=CCC1(CN2CCCCCC2=O)C(=O)NC(=O)NC1=O	3	-13	22	2	-2	-5	6	13
4	CC(=NCC1CCCO1)c1c(O)n(-c2ccccc2)c(=O)[nH]c1=O (stereo not drawn)	3	-14	-3	4	2	3	-6	8
5	C=CCSc1nc2c(c(-c3ccsc3)c1C#N)CN(C)CC2	-10	16	2	1	-4	12	-15	-8
6	COc1ccc(NP(=O)(Oc2ccc(Cl)cc2)Oc2ccc(Cl)cc2)cc1OC	22	1	-72	-4	1	27	-12	22
7	BrCCc1ccccc1	5	-2	-15	-8	-12	-4	-3	-5
8	Cc1ccc(N=Cc2c(O)n(C)c(=O)n(C)c2=O)cc1	11	7	-10	-15	-2	6	-7	-1
9	COC(=O)N(c1ccccc1)P1(=S)OCCO1	-19	2	20	3	0	26	6	6
10	C=C(C)Cn1c(=O)n(CC2CS2)c2ccccc21 (stereo not drawn)	-5	2	6	2	-8	2	1	16
11	c1ccc(C2CC3CC(c4ccco4)N2O3)cc1 (stereo not drawn)	-5	3	5	-1	5	4	-2	19
12	COc1cccc(-n2c(-c3ccoc3)nc3ccccc3c2=O)c1	-9	3	10	2	-3	9	-5	-8
13	CN1CCCC(C(O)(c2ccccc2)c2ccccc2)C1 (stereo not drawn)	-2	9	7	0	4	-27	1	2
14	COC(=O)[C@@H]1C[C@@]1(C)[C@@H](NP(=O)(c1ccccc1)c1ccccc1)c1ccccc1	5	16	-24	-15	-1	13	-7	-1
15	NC1C2CN3CCN(C2)CC1(c1ccccc1)C3 (stereo not drawn)	-2	10	13	-2	7	-10	6	9
16	CC(Cc1ccccc1)NC(=O)CCCCC(=O)NC(C)Cc1ccccc1 (stereo not drawn)	-6	-1	-6	-8	-12	0	-4	-12
17	COc1ccc(Cl)cc1C(=O)C1CCCN(CCO)C1 (stereo not drawn)	-7	12	3	3	-19	8	7	-9
18	CCOCC(=O)NC1CCSC1=O (stereo not drawn)	1	2	15	1	26	-1	7	-10
19	Cc1c(Br)c(=O)oc2cc(OCC(=O)N3C[C@H]4C[C@@H](C3)c3cccc(=O)n3C4)ccc12	0	1	13	-2	-1	-2	5	10
20	COc1cccc(N=Nc2c(O)[nH]c(=S)[nH]c2=O)c1	-3	25	6	24	-11	-18	-93	27

Carrying on.
entry	mol	EBI2 block	CCR6 antag	697 NFkB inh	SENP8 block	Gli-Sufu antag	Apaf1 inhib	UBC13 inh	Jurkat NFkB inh
21	CCCn1c(C)c(C(=O)c2cccc3ccccc23)c2ccccc21	19	25	-11	11	-18	5	10	4
22	CCOC(=O)c1c(NC(=O)c2c(N)n(CCCOC)c3nc4ccccc4nc23)sc2c1CCCC2	-9	11	22	-1	7	-10	22	18
23	CSc1ncc(CN2CCCC(C(=O)c3sccc3C)C2)cn1 (stereo not drawn)	3	-1	10	10	8	-4	2	0
24	CCN(CC)c1ccc(/C=C2\C(=O)NC(=S)N(c3ccc(OC)cc3OC)C2=O)o1	6	33	11	1	3	-4	-100	7
25	COC(=O)C1=C(c2ccccc2OCc2ccccc2)C[C@@H]2CC[C@H]1N2C(=O)NCCCOC(C)C	2	16	10	1	10	22	11	-1
26	O=C1C(Cc2cnc[nH]2)NC(=S)N1c1ccccc1 (stereo not drawn)	-3	2	10	4	3	5	86*	-2
27	CCOc1ccccc1CNCCc1ccc2c(c1)OCO2	-12	17	-2	9	0	2	8	-11
28	C[C@]12CCC(=O)C=C1C=CC1C2CC[C@]2(C)C(=O)CCC12 (stereo partly drawn)	-6	9	-5	-19	12	5	-16	-1
29	COC(=O)c1ccccc1OP(=O)(c1cccc([N+](=O)[O-])c1)c1cccc([N+](=O)[O-])c1	-3	14	18	-2	8	-2	4	8
30	CCN(C(=O)COC(=O)C(O)(c1ccccc1)c1ccccc1)c1c(N)n(Cc2ccccc2)c(=O)[nH]c1=O	-1	-8	11	-10	-5	11	1	-11
31	Cn1cc(C=C2C(=O)NC(=O)NC2=O)c2ccccc21	-41	9	4	-5	1	4	-32	1
32	Cn1c(O)c(C2=NNC(c3ccc(Cl)cc3)C2)c(=O)n(C)c1=O (stereo not drawn)	-6	56*	8	0	9	-6	-18	9
33	O=C(NC[P+](=O)O)OCc1ccccc1	-3	8	13	-12	-60	4	0	-4
34	COC(=O)C1=C(c2ccccc2OCc2ccccc2)C[C@@H]2CC[C@H]1N2C(=O)NCc1ccc(C(F)(F)F)cc1	31	5	1	4	11	10	6	-2
35	CC1=CC(=C2C(=O)NC(=O)NC2=O)C=C(C(F)(F)F)N1C(C)C	-1	1	16	2	0	3	3	10
36	Cc1ccc(-c2nc3ccc(C)cn3c2CC(=O)N(C)C)cc1	-3	-13	6	-12	-6	4	-7	-12
37	Cc1nn(Cc2ccccc2)c(C)c1C(=O)O	-9	8	7	-1	-5	-4	2	0
38	CCOC(=O)C1SC2(C(F)F)CC1(O)c1c(c(OC)c3occc3c1OC)O2 (stereo not drawn)	2	23	-2	-3	-9	-6	-8	-5
39	Fc1ccc(N2CCN(Cc3ccc4c(c3)OCO4)CC2)cc1	-7	14	6	0	-1	-16	7	3
40	O=C(Cn1nc(-c2ccc(Cl)cc2)ccc1=O)N1CCC2(CC1)OCCO2	5	-1	-5	0	-5	7	-6	-6

Later entries:
entry	mol	EBI2 block	CCR6 antag	697 NFkB inh	SENP8 block	Gli-Sufu antag	Apaf1 inhib	UBC13 inh	Jurkat NFkB inh
41	Cn1c(=O)[nH]c2nncnc2c1=O	-7	8	18	6	4	68*	-5	-7
42	COc1ccc(NC2=NCCCS2)cc1OC	2	-2	18	-7	-5	6	-6	-18
43	CCS(=O)(=O)NCc1nnc2n1-c1ccc(Br)cc1C(c1ccccc1Cl)=NC2	-3	-7	4	-4	3	-15	3	-7
44	Cc1ccc(OCC(=O)N2CCN(Cc3ccc4c(c3)OCO4)CC2)cc1	88*	-2	0	-5	2	8	6	-13
45	COc1ccccc1C(=O)Nc1ccc2c(c1)CC1(C(=O)N(C)C(=O)N(C)C1=O)C1CCCN21 (stereo not drawn)	-6	5	5	0	2	10	-5	7
46	Cc1c(C(c2ccc(O)cc2)c2c(O)c3ccccc3oc2=O)c(=O)n(-c2ccccc2)n1C (stereo not drawn)	-1	2	14	-2	34	0	1	2
47	CCOc1cc2c(cc1OCC)-n1cccc1C(c1ccc(OC(F)F)cc1)NC2 (stereo not drawn)	0	14	3	-7	9	14	9	7
48	N#Cc1ccccc1OCC(=O)N1CCN(CC(=O)Nc2ccc(F)cc2)CC1	11	2	20	6	2	-5	6	2
49	Nc1ccc2ccc3cccc[n+]3c2c1	7	8	-21	-3	12	1	-150	-5
50	COC(=O)C1=C(c2ccc(F)cc2F)C[C@@H]2CC[C@H]1N2C(=O)N1CCCC1	-6	-3	16	-4	-3	-1	9	3
51	COP(=O)(OC)C(O)C(Cl)(Cl)Cl (stereo not drawn)	·	·	16	11	·	-12	1	-2
52	c1cncc(CNCCc2c[nH]c3ccccc23)c1	2	-2	0	3	8	-12	10	-1
53	COC(=O)C1=C(c2c(C)noc2C)C[C@@H]2CC[C@H]1N2C(=O)NCCOc1ccccc1	-10	-2	13	-2	-2	6	-4	-7
54	CN1CCC2(CC1)C(C#N)=C(N)NC(S)=C2C#N	6&-1	-4&14	18&18	4&10	0	16&-8	10&-3	10&3
55	CCOC(=O)C(O)(c1ccc(N=c2ccccn2C)cc1)C(F)(F)F (stereo not drawn)	-13	3	10	0	3	-13	-2	-20
56	O=C1CN(C(=O)COC(=O)Cc2ccccc2)c2ccccc2N1	-7	13	14	1	-7	1	8	6
57	O=C(Cc1c(Cl)cccc1Cl)N1CCN(Cc2ccccc2)CC1	3	2	-20	-9	-18	8	-9	-16
58	COc1cc(/C=C(/C)[N+](=O)[O-])ccc1OCc1ccccc1Cl	72*	61*	-15	1	-37	6	-9	-44
59	COC(=O)C(O)(c1cn(C)c2ccccc12)C(F)(F)F (stereo not drawn)	12	6	-14	-8	-2	-3	-2	10
60	Cc1cc(OCc2nn[nH]n2)c2c3c(c(=O)oc2c1)CCC3	2	9	4	-12	1	0	-1	9

6 records picked at random from those above, as already listed:
entry	mol	EBI2 block	CCR6 antag	697 NFkB inh	SENP8 block	Gli-Sufu antag	Apaf1 inhib	UBC13 inh	Jurkat NFkB inh
58	COc1cc(/C=C(/C)[N+](=O)[O-])ccc1OCc1ccccc1Cl	72*	61*	-15	1	-37	6	-9	-44
13	CN1CCCC(C(O)(c2ccccc2)c2ccccc2)C1 (stereo not drawn)	-2	9	7	0	4	-27	1	2
8	Cc1ccc(N=Cc2c(O)n(C)c(=O)n(C)c2=O)cc1	11	7	-10	-15	-2	6	-7	-1
54	CN1CCC2(CC1)C(C#N)=C(N)NC(S)=C2C#N	6&-1	-4&14	18&18	4&10	0	16&-8	10&-3	10&3
26	O=C1C(Cc2cnc[nH]2)NC(=S)N1c1ccccc1 (stereo not drawn)	-3	2	10	4	3	5	86*	-2
18	CCOCC(=O)NC1CCSC1=O (stereo not drawn)	1	2	15	1	26	-1	7	-10

Additional records:
entry	mol	EBI2 block	CCR6 antag	697 NFkB inh	SENP8 block	Gli-Sufu antag	Apaf1 inhib	UBC13 inh	Jurkat NFkB inh
61	C[C@H](NC(=O)N1C[C@H]2C[C@@H](C1)c1cccc(=O)n1C2)C(=O)Nc1ccccc1F	0	-8	4	-9	-12	-1	-6	6
62	CN1CCN(c2ccc(NC(=O)Oc3ccccc3)cc2)CC1	-2	-7	3	2	-12	1	2	-1
63	CCCN1CCC2(CC1)NC(CO)(CO)CO2	-19	9	17	7	8	-1	5	11
64	COC(=O)c1ccc(COc2cc(C)cc3oc(=O)c4c(c23)CCCC4)o1	16	3	-13	-5	6	9	2	19
65	CCOc1cc2c(cc1OCC)-n1cccc1C(c1cccc(OCC)c1O)NC2 (stereo not drawn)	9	10	13	-3	15	16	6	-23
66	Cc1nccn1Cc1ccc(Cl)nc1	-9	-10	11	8	2	-9	13	12
67	O=C(CF)NC(NC(=S)Nc1cccc([N+](=O)[O-])c1)C(Cl)(Cl)Cl (stereo not drawn)	21	35	8	-5	-3	2	6	10
68	COC(=O)C1=C(c2ccc3ccccc3c2)C[C@@H]2CC[C@H]1N2C(=O)NCc1ccc(F)cc1	12	16	-4	-16	-3	28	-1	2
69	NC12CN3CN(CN(C3)C1)C2 (tested in a mixture with another compound)	-3	-14	17	1	1	-31	2	9
70	O=c1nc(/C=C/c2ccc(Cl)cc2Cl)cc(C(F)(F)F)[nH]1	3	2	-21	-7	45	10	-17	-2
71	NP(=O)(OCCCc1ccccc1)Oc1ccccc1 (stereo not drawn)	-7	-7	1	-6	2	7	2	16
72	c1cc2c(cc1[C@H]1OC[C@H]3[C@@H]1CO[C@H]3c1ccc3c(c1)OCO3)OCO2	7	12	-19	-7	-3	15	-14	-1
73	CC12CCC3C(CC=C4CC(O)CCC43C)C1C/C(=C\N1CCCC1)C2=O (stereo not drawn)	·	·	5	-5	·	5	-1	5
74	COc1c(C=C2C(=O)NC(=O)NC2=O)c(CCN(C)C(=O)c2ccccc2)cc2c1OCO2	-1	-7	-3	-12	-4	4	-21	-7
75	N#CCCn1cc(C(=O)Nc2ccccc2Br)c(-c2ccc([N+](=O)[O-])cc2)n1	-1	8	-20	-1	3	-6	-3	1
76	O=c1[nH]c(=O)n(CCc2ccccc2)c(O)c1C=NC1CC1	-3	5	19	-9	5	3	2	-4
77	CCOP(=O)(OCC)C(O)c1ccccc1 (stereo not drawn)	-9	11	-17	2	16	-23	-2	-27
78	CCOC(=O)CCN=Cc1c(O)n(-c2ccc(Br)cc2)c(=O)[nH]c1=O	-7	3	8	-2	-3	13	1	-8
79	CC1(C(O)(C#CCN2CCCCC2)c2ccccc2)CCCC1 (stereo not drawn)	0	0	-16	-6	15	4	-2	-7
80	COc1ccc(NS(=O)(=O)c2ccc(OCC(=O)N3CCN(C)CC3)cc2)cc1Cl	3	6	12	6	15	-7	2	1

A portion of the library; the hit share may differ from the screen's.
